# Screening data from PubChem.
# SIAH1 antagonists – blockers of Siah-1 interaction with plectin peptide – biochemical, fluorescence polarization, rhodamine-plectin, uHTS, primary screen (AID 1817) | Siah-1 / rhodamine-plectin peptide fluorescence polarization; higher % means a stronger effect | actives 0.02% (n = 290,000) | one-dose displacement, % at 20 µM; IC50 in µM for titrated hits;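 active = displacement of at least 50% at 20 µM, with a fluorescence ratio check between 0.3 and a set limit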;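 note: plate controls were Siah plus tracer with DMSO for no effect and tracer alone without Siah for full effect; strong numbers were not always called active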
# K1F lysis inhibition – protection from phage-mediated lysis, alamar blue read-out – E. coli UTI89, K1F phage, bacterial capsule biogenesis inhibitors (AID 488966); actives 0.02% (n = 340,000); inhibition, % at 100 µM, or IC50 in µM where a hit was titrated; E. coli UTI89 K1F phage lysis, alamar blue, 2 h; higher % means a stronger effect;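 active = phage lysis inhibition, versus mean bacterial control, above a set limit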;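 note: capsule biogenesis inhibitors block K1F phage lysis so surviving cells raise fluorescence; higher fluorescence means more inhibition of phage lysis; actives were called in the ten point dose series up to 300 µM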
# M1AAP inhibition – malaria alanyl aminopeptidase activity blockers – biochemical, fluorogenic H-Leu-NHMec substrate, 1536-well (AID 1445) | one-dose inhibition, % at 30 µM; IC50 in µM for titrated hits | actives 0.42% (n = 220,000) | recombinant M1AAP, H-Leu-NHMec fluorogenic kinetic assay; higher % means a stronger effect;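 active = primary inhibition above the hit cutoff, then over 50% inhibition at one or more dose response concentrations, cut at about 23% in these data, passing the limit was not always enough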;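 note: plate controls were DMSO full reaction for no effect and no enzyme background for full effect; strong numbers were not always called active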
# Hep lipid drop – modulators of hepatic lipid droplet formation | AML12 mouse hepatocytes, oleate lipid droplets, BODIPY imaging | inhibition, % at 6.5 µM | actives 0.4% (n = 240,000) | AID 1656;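 active = lipid droplet intensity inhibited by at least 50%, with more than 500 cells counted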
#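 Material – mouse AML12 hepatocyte cell line, fixed after treatment · Compound dosing – one dose, 6.5 µM compound · Times – compound with oleate, overnight · Measured by – Image-based BODIPY and DAPI two-channel analysis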
# M17LAP inhibition – P. falciparum M17LAP inhibitors, primary screen, biochemical, fluorogenic H-Leu-NHMec substrate, 1536-well (AID 1619). recombinant M17LAP, H-Leu-NHMec fluorogenic kinetic assay; higher % means a stronger effect. inhibition, % at 30 µM, or IC50 in µM where a hit was titrated. actives 0.38% (n = 220,000);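 active = compound inhibiting the enzyme by more than half at any dose during confirmatory dose-response retesting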;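 note: plate controls were full reaction with DMSO carrier for no effect and no enzyme background for full effect; strong numbers were not always called active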
# TNAP activators – stimulation of alkaline phosphatase TNAP activity – biochemical, luminescent, no phosphate acceptor, uHTS, primary screen (AID 1001) | activation fold at 20 µM; hits with a dose series show EC50 in µM | purified TNAP, luminescent activation assay, no phosphate acceptor; higher activation fold means a stronger effect | actives 0.03% (n = 200,000); in the data active = activation fold from about 3, or a potency from the dose series; inactive = the rest, 99 in 100 with activation fold below about 1.6; note: many of its hits are not listed in these tables
# XIAP antagonists – XIAP antagonists, biochemical, IAP family, fluorescence polarization (AID 1018) | XIAP BIR domain, fluorescence polarization peptide displacement; higher % means a stronger effect | displacement, % at 20 µM; hits with a dose series show IC50 in µM | actives 0.007% (n = 200,000); in the data active = displacement above about 50%; note: a part of the inactive calls stands beside numbers as strong as those of hits
# PMI inhibition – human PMI inhibitors, high substrate, primary screen, biochemical, fluorescence intensity, high mannose 6-phosphate (AID 1220). inhibition, % at 20 µM; hits with a dose series show IC50 in µM. recombinant PMI enzyme, coupled fluorescence intensity; higher % means a stronger effect. actives 0.66% (n = 190,000)
# human PMI inhibition – inhibitors of human PMI, primary screen, biochemical, fluorescence intensity, coupled assay (AID 1209) | actives 0.42% (n = 190,000) | one-dose inhibition, % at 20 µM; IC50 in µM for titrated hits | purified PMI enzyme, coupled fluorescence intensity; higher % means a stronger effect;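 note: plate controls were DMSO vehicle for no effect and wells lacking substrate for full effect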
# Hep lipid drop cells 6.5 µM – further read-out of Hep lipid drop, marked with its call; cell count; measured here: cell count, cytotoxicity flag;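 cells counted across two imaged fields per well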
# The depositor's hits bear a star; nt = not tested or not shown; [ ] = dose if it differs, or a comment. Cut-off read from the data, not from the text of the source, unless noted: active = inhibition above about 50%; inactive = the rest.
SMILES,SIAH1 antagonists,K1F lysis inhibition,M1AAP inhibition,Hep lipid drop,Hep lipid drop cells 6.5 µM,M17LAP inhibition,TNAP activators,XIAP antagonists,PMI inhibition,human PMI inhibition
S=c1nc(SCc2ccccc2)[nH]c2ccccc12,6%,0.1%,6%,-10,756,15%,1,-10%,11%,12%
CCN(CC)C(=O)c1sc(N)c(C(=O)OC(C)C)c1C,-5%,-0.2%,1%,-12,592,5%,1,-4.2%,2%,-6%
COc1ccc(NC2=NC(=S)N(c3ccc(C)cc3)C23CCCCC3)cc1,6%,0.6%,0%,nt,nt,-3%,1.1,-1.3%,-7%,-4%
C=C1C(=O)[C@@]23[C@H](O)C[C@@H]4C(C)(C)CC[C@H](O)[C@@]4(C)[C@@H]2CC[C@@H]1[C@H]3O,-2%,1.8%,-1%,-6,478,-10%,1,-16%,4%,5%
O=C(Cn1cnc(Cl)c1Cl)c1ccccc1,12%,0.3%,0%,-2,718,-4%,1.1,-5.4%,9%,-2%
Cc1ccc(S(=O)(=O)N2CCOC2CNC(=O)C(=O)NCCc2ccccc2)cc1 (stereo not given),-2%,1.0%[50 µM],-2%,1,685,10%,nt,nt,nt,nt
CNS(=O)(=O)c1cccc(C(=O)Nc2cccnc2)c1,-5%,0.5%,0%,-4,683,3%,1,-7.2%,-3%,0%
O=C(c1ccccc1)N1CCN(c2ccc([N+](=O)[O-])c(NCc3cccnc3)c2)CC1,19%,5.4%,1%,-36,585,7%,0.9,1.6%,15%,15%
Cc1ccc(C(=O)/C=C/c2ccc3c(c2)OCO3)o1,6%,4.3%,17%,13,661,11%,1.1,0.0%,19%,17%
CC(C)c1nc(SCC(=O)Nc2ccc3c(c2)OCO3)n[nH]1,-8%,0.5%,4%,6,782,8%,0.8,-6.0%,5%,4%
CCn1ccnc1C(O)c1ccc(N(C)C)cc1 (stereo not given),3%,0.1%,4%,nt,nt,5%,1.1,-1.8%,3%,-3%
Cc1ccc(C)c(C(=O)NC2CC(C)(C)NC(C)(C)C2)c1,-2%,0.1%,-5%,-17,689,12%,1.1,-8.1%,-1%,3%
COc1cccc(OC)c1/C(O)=C(\C#N)c1nc2ccccc2[nH]1,3%,1.7%,6%,nt,nt,7%,1.2,-4.8%,-4%,-2%
O=[N+]([O-])c1cc(-c2n[nH]c(-c3ccccc3)n2)cc([N+](=O)[O-])c1,-4%,1.5%,-1%,nt,nt,17%,0.6,1.0%,-5%,0%
COC(=O)C(=Cc1ccc(OCc2ccc([N+](=O)[O-])cc2)c(OC)c1)C(=O)OC,2%,0.5%,5%,15,615,10%,1.1,-3.9%,11%,9%
Cc1nc(SCC(=O)c2c(C)[nH]c3ccccc23)c2c(=O)n(C)c(=O)n(CC(C)C)c2n1,-2%,nt,nt,nt,nt,nt,1.1,-6.3%,-9%,-4%
CC(=O)C1=C(O)C(=O)N(CCC(=O)O)C1c1ccccc1[N+](=O)[O-] (stereo not given),2%,2.7%,10%,1,703,12%,1.1,0.7%,3%,-5%
O=C(N=Nc1c(O)[nH]c2ccc([N+](=O)[O-])cc12)c1ccccc1Cl,3%,0.0%,4%,2,720,4%,nt,nt,nt,nt
CCOC(=O)NC(=O)CSc1nc2ccc(OCC)cc2[nH]1,-2%,-3.8%,4%,nt,nt,-4%,0.8,-1.6%,-3%,-2%
COc1ccc(/C=N\NC(=O)CNC(=O)C(c2ccccc2)c2ccccc2)cc1[N+](=O)[O-],3%,-0.1%,-1%,-7,670,-5%,1,-2.9%,4%,2%
N#Cc1cc(N)c(Nc2ccccc2)cc1C#N,2%,-0.3%,11%,nt,nt,-11%,1.1,-1.9%,7%,13%
COc1ccccc1Nc1nnc(SCc2cc(=O)n3cc(C)ccc3n2)s1,7%,-0.1%,3%,-9,630,18%,1,-5.7%,-9%,4%
O=C(c1cc2ccccc2s1)N1CCOCC1,0%,-1.7%,-2%,6,687,-5%,nt,nt,nt,nt
COc1cccc(CC(NC(C)=O)C(=O)NC2CCN(c3nnnn3-c3ccccc3)CC2)c1 (stereo not given),-1%,0.2%,0%,nt,nt,6%,1,-0.5%,-12%,-7%
COc1ccc(N(CC(O)Cn2nnc3ccccc32)S(=O)(=O)c2ccc(C)cc2)cc1 (stereo not given),-2%,-0.2%[50 µM],9%,nt,nt,4%,1,-1.7%,4%,5%
# Further entries.
SMILES,SIAH1 antagonists,K1F lysis inhibition,M1AAP inhibition,Hep lipid drop,Hep lipid drop cells 6.5 µM,M17LAP inhibition,TNAP activators,XIAP antagonists,PMI inhibition,human PMI inhibition
N#C/C(C(=O)N1CCOCC1)=C1/SC(Cc2ccccc2Cl)C(=O)N1c1ccccc1 (stereo not given),4%,0.2%,4%,nt,nt,24%,1.1,-1.8%,0%,2%
COCCN1C(=O)C(=O)/C(=C(/O)c2ccc(C)cc2)C1c1ccccn1 (stereo not given),13%,-1.0%,8%,4,657,27%,1.1,-2.9%,4%,7%
Cc1[nH]c2ccc(F)cc2c1CCN(Cc1cccnc1)C(=S)Nc1ccccc1,1%,0.0%,-1%,-25,696,-5%,1.2,-13%,10%,3%
CC(=O)CCc1oc2ccc(C)cc2c1-c1ccc(C)o1,2%,0.1%,7%,4,711,1%,1,-6.9%,nt,nt
CC1CCc2c(sc3ncnc(NCc4cccnc4)c23)C1 (stereo not given),10%,0.5%,14%,-1,693,19%,1.1,-2.4%,7%,-7%
CCO[C@H]1OC(C(=O)Nc2ccccc2)=C[C@@H](C2CC2)[C@@H]1CCCO,-3%,1.0%,-3%,4,705,-3%,1.1,1.5%,0%,-1%
C/C(=N\NC(=O)NC1CCCCC1)c1ccc(OC(F)F)cc1OC(F)F,10%,0.8%,7%,2,712,7%,1.1,-6.2%,11%,19%
C=CCn1c(SCc2ccc(C(=O)Nc3nccs3)cc2)nnc1-c1ccc(C)c(Cl)c1,9%,3.5%,4%,-6,548,5%,1.1,-3.8%,3%,13%
Cc1cc2nsnc2c(S(=O)(=O)NCC(=O)O)c1C,2%,0.6%,nt,nt,nt,nt,1.1,-5.1%,11%,9%
CCO[C@@H]1OC(C(=O)NCc2ccccc2)=C[C@H](C2CC2)[C@H]1CCCO,-6%,-0.4%,-2%,15,674,-3%,1.1,5.5%,-7%,-2%
CN=C1SC(CC(=O)Nc2ccc(N3CCOCC3)cc2)C(=O)N1C (stereo not given),1%,-0.1%,1%,1,727,-5%,1.1,-1.5%,8%,12%
O=C(/C=C/c1ccccc1)Nc1cccc(C(=O)O)c1,4%,-0.3%,nt,-1,639,nt,1.1,-2.7%,-1%,9%
CCn1c2ccccc2c2nnc(SCc3ccc(C(=O)OC)o3)nc21,-3%,3.5%,6%,nt,nt,1%,1.1,-2.3%,2%,4%
Cc1cc(=O)oc2cc(OCC(=O)OCC(=O)Nc3c(C)n(C)n(-c4ccccc4)c3=O)ccc12,8%,1.1%,1%,4,669,-8%,1.1,-9.6%,-9%,-11%
COc1cc(NC(=O)c2ccc(COCC(F)(F)F)o2)cc(OC)c1OC,2%,2.2%,-5%,-3,706,0%,1.1,2.1%,14%,16%
CC(NC(=O)c1cn(C)c2ccc(S(=O)(=O)N3CCCC3)cc2c1=O)c1ccc2c(c1)OCCO2 (stereo not given),2%,0.5%,-3%,nt,nt,-3%,1.1,-4.7%,4%,13%
COc1ncnc2c1cnn2-c1ccccc1,6%,-0.8%,0%,21,790,2%,1.1,-2.8%,1%,12%
CCCc1nnc(SCC(=O)Nc2ccc(OCC)cc2)n1N,-4%,4.2%,-5%,nt,nt,30%,1.1,1.7%,2%,-2%
Cc1nnc(NC2=NCCC2)o1,-3%,0.0%,8%,nt,nt,4%,1,-1.9%,-2%,-2%
O=C(Nc1ccccc1Cl)Oc1ccc2ccccc2c1,6%,nt,1%,-2,836,-1%,nt,nt,nt,nt
CCOC(=O)c1ccc(NC(=S)N2CCN(Cc3ccccc3)CC2)cc1,-4%,1.8%,-2%,-1,681,-2%,1,-5.1%,12%,13%
COc1cc2c(C(=O)N3CCOCC3)c(CSc3ccccc3)n(C)c2cc1Br,3%,-0.3%,-1%,-34,675,-5%,1,-3.3%,16%,17%
CCOC(=O)C1CCN(CC(=O)Nc2c(C(=O)OC)[nH]c3ccc(Cl)cc23)CC1,3%,-0.2%,2%,-32,665,9%,1.1,-2.4%,10%,12%
O=C(CCCCCNc1nc(=S)[nH]c2ccccc12)NCCc1ccccc1,8%,2.3%,4%,-1,787,5%,1.3,-2.6%,1%,7%
Cc1c(C(=O)N2CCN(C)CC2)oc2ccc(S(=O)(=O)N3CCOCC3)cc12,-1%,-0.5%,1%,5,668,-1%,1.1,-2.0%,4%,8%
COc1ccc(NC(=S)NCc2ccccn2)cc1OC,-2%,0.3%,11%,-10,705,1%,1.1,-7.7%,9%,-1%
C#CC[N+](CC)(CC)CC#Cc1cccc(Cl)c1,3%,1.5%,2%,nt,nt,-13%,1,-2.9%,-10%,-5%
COC(=O)c1c(C)[nH]c(C(=O)OCc2ccc(F)cc2)c1C,-2%,10%,-2%,nt,nt,0%,1.1,-2.5%,-3%,5%
O=C(NCCCN1CCCC1=O)c1cccc(N2CCCC2=O)c1,-1%,-0.1%,-2%,nt,nt,-6%,1.2,-5.9%,8%,16%

# Profiles as entered above:
# `CCCc1nnc(SCC(=O)Nc2ccc(OCC)cc2)n1N` across the screens: SIAH1 antagonists: -4%; K1F lysis inhibition: 4.2%; M1AAP inhibition: -5%; Hep lipid drop: nt; Hep lipid drop cells 6.5 µM: nt; M17LAP inhibition: 30%; TNAP activators: 1.1; XIAP antagonists: 1.7%; PMI inhibition: 2%; human PMI inhibition: -2%
# `O=C(NCCCN1CCCC1=O)c1cccc(N2CCCC2=O)c1` across the screens: SIAH1 antagonists: -1%; K1F lysis inhibition: -0.1%; M1AAP inhibition: -2%; Hep lipid drop: nt; Hep lipid drop cells 6.5 µM: nt; M17LAP inhibition: -6%; TNAP activators: 1.2; XIAP antagonists: -5.9%; PMI inhibition: 8%; human PMI inhibition: 16%
# `O=C(CCCCCNc1nc(=S)[nH]c2ccccc12)NCCc1ccccc1` across the screens: SIAH1 antagonists: 8%; K1F lysis inhibition: 2.3%; M1AAP inhibition: 4%; Hep lipid drop: -1; Hep lipid drop cells 6.5 µM: 787; M17LAP inhibition: 5%; TNAP activators: 1.3; XIAP antagonists: -2.6%; PMI inhibition: 1%; human PMI inhibition: 7%

# Among those listed so far, these contain a thiophene ring, fused or not:
SMILES,SIAH1 antagonists,K1F lysis inhibition,M1AAP inhibition,Hep lipid drop,Hep lipid drop cells 6.5 µM,M17LAP inhibition,TNAP activators,XIAP antagonists,PMI inhibition,human PMI inhibition
CCN(CC)C(=O)c1sc(N)c(C(=O)OC(C)C)c1C,-5%,-0.2%,1%,-12,592,5%,1,-4.2%,2%,-6%
O=C(c1cc2ccccc2s1)N1CCOCC1,0%,-1.7%,-2%,6,687,-5%,nt,nt,nt,nt
CC1CCc2c(sc3ncnc(NCc4cccnc4)c23)C1 (stereo not given),10%,0.5%,14%,-1,693,19%,1.1,-2.4%,7%,-7%

# Outcome played no part in choosing rows. Share with any hit: about 1.9%.
